# CHRM5 PAM: potentiates acetylcholine response at human M5 receptor | P08912 | CHO-K1 hM5, Fluo-8 calcium, ACh EC20 PAM; 0% = ACh EC20, 100% = ACh EC100 | activation, % at 3 µM | 360,000 tested, 0.3% active | AID 624038;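 active = activation above the run cutoff, the mean activation of all test compounds plus 3 SD, cut at about 18% in these data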
# Target sequence (P08912 whole entry, looked up): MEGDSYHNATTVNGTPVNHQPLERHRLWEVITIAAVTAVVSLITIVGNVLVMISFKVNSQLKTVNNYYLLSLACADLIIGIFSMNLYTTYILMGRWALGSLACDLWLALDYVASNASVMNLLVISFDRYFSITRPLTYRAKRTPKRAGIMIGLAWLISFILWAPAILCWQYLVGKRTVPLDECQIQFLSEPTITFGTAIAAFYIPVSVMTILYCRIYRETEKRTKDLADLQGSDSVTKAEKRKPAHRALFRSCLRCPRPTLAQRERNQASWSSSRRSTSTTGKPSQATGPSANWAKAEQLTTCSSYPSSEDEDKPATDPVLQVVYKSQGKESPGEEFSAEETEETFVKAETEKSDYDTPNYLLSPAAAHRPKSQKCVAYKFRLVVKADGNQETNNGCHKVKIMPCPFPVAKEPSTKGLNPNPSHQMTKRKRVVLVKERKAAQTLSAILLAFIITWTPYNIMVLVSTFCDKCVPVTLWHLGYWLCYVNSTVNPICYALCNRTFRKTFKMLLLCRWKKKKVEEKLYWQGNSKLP
#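 system = human M5 receptor in CHO-K1 cells | reagent = EC20 acetylcholine as agonist stimulus | compound dosing = single-point, 3 µM nominal | incubation = Fluo-8 loading 80 min at 37 °C plus 30 min room temperature | detection = Fluo-8 calcium dye fluorescence, kinetic read | benchmarks = low control EC20 acetylcholine (0%), high control EC100 acetylcholine (100%)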
# CRFR2-BP ag: agonists of human CRF-binding protein/CRF-R2 receptor complex | activation, % at 13.2 µM | 350,000 tested, 0.46% active | HEK293 CRF-R2/CRF-BP, calcium dye fluorescence (FLIPR); percent of saturating CRF peptide response | AID 588473;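 active = activation of at least 50%, plus an integration ratio under a set limit after plate pattern correction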;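 note: plate controls were neutral control wells without compound for no effect and CRF at EC100 for full effect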
# M4 PAM: potentiates acetylcholine response at human M4 receptor; 360,000 tested, 0.4% active; activation, % at 3 µM; CHO-K1 hM4/Gqi5, Fluo-8 calcium fluorescence, ACh EC20; 0% = ACh EC20, 100% = maximal ACh; P08173;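 active = activation above its plate's cutoff, the mean activation of sample wells plus 3 SD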; note: some results filed as inactive read as strong as hits
# M5 antag: antagonists of human muscarinic M5 receptor (CHRM5); 360,000 tested, 0.59% active; CHO-hM5 cells, Fluo-8 calcium fluorescence, ACh EC80; inhibition, % at 3 µM; P08912;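 active = inhibition above a per-plate cutoff, the mean of that plate's test compounds plus 3 SD, cut at about 27% in these data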;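 note: 0% = acetylcholine EC80 with DMSO and 100% = DMSO without agonist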
# CHRM4 agonist: CHRM4 agonism in calcium assay. CHO-K1 hM4/Gqi5, Fluo-8 calcium fluorescence; vehicle 0%, full acetylcholine response 100%. activation, % at 3 µM. 360,000 tested, 0.14% active. AID 624127;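 active = activation above the run mean over all test wells plus 3 SD, cut at about 32% in these data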;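 note: peak over basal fluorescence ratio per well then scaled between controls; 0% = DMSO wells and 100% = acetylcholine at EC100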
# M1 PAM: positive allosteric modulators of human M1 muscarinic receptor; activation, % at 3 µM; P11229; CHO-K1 hM1, Fluo-8 calcium fluorescence, ACh EC20; 0% = ACh EC20, 100% = maximal ACh; 360,000 tested, 0.088% active; in the data active = activation above about 19%, passing the limit was not always enough
# Target sequence (P11229 whole entry, looked up): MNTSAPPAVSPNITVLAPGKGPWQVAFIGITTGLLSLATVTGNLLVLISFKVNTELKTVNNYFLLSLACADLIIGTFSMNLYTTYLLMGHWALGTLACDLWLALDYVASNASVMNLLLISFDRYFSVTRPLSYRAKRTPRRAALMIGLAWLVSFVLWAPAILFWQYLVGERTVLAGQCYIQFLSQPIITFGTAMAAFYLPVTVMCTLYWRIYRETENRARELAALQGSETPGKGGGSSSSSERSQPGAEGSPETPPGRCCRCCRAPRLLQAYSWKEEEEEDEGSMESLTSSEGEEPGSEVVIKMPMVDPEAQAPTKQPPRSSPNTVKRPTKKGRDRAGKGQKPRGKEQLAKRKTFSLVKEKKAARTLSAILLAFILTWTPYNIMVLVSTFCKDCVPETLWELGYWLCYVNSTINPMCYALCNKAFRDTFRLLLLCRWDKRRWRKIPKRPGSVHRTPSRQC
# CHRM4 antagonist: CHRM4 antagonism in calcium assay; P08173; CHO-hM4 cells, ACh EC80, Fluo-8 calcium fluorescence; inhibition, % at 3 µM; 360,000 tested, 0.73% active;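 active = inhibition above its plate's cutoff, the mean inhibition of sample wells plus 3 SD, cut at about 27% in these data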;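 note: 0% = acetylcholine EC80 with DMSO and 100% = DMSO without agonist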
# CHRM5 agonist: agonists of human muscarinic M5 receptor (CHRM5) | P08912 | 360,000 tested, 0.19% active | CHO-K1 hM5 cells, Fluo-8 calcium fluorescence; 0% DMSO wells, 100% maximal acetylcholine response | AID 624037 | activation, % at 3 µM;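 active = activation above the run's mean over test compounds plus 3 SD, cut at about 23% in these data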;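 note: signal is peak over basal fluorescence ratio across the kinetic read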
# CHRM1 antagonist: antagonists of human M1 muscarinic receptor; 360,000 tested, 1.3% active; AID 588852; CHO-K1 hM1, Fluo-8 calcium fluorescence, ACh EC80 antagonist; P11229; inhibition, % at 3 µM;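 active = percent inhibition above its own plate's cutoff, namely the mean of that plate's compound wells plus 3 SD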;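 note: peak over basal fluorescence ratio during 140 s after agonist addition; 0% = ACh EC80 plus DMSO and 100% = DMSO alone without agonist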
# Active calls of the source: *; x = not tested or not shown.
CHRM5 PAM,CRFR2-BP ag,M4 PAM,M5 antag,CHRM4 agonist,M1 PAM,CHRM4 antagonist,CHRM5 agonist,CHRM1 antagonist,structure
2,-2.1,1,2,1,5,7,-7,-23,CCOC(=O)c1cccc(NC(=O)C(NS(=O)(=O)c2ccc3c(c2)CCN3C(C)=O)C(C)C)c1 (stereo not given)
-1,-0.4,-5,-5,1,6,7,0,-10,COc1cccc(OC)c1C(=O)Nc1cccc2c1CCCC2
-5,-0.9,6,14,0,6,-9,1,1,N[C@@H](Cc1ccccc1)C(=O)N1CCOCC1
-9,-1.6,4,4,-1,2,8,-3,-4,Cc1cccc(C)c1OCC(=O)NCc1nnc(SCC(=O)NC2CCCCC2C)n1C (stereo not given)
7,0.0,10,-3,1,5,10,2,-2,O=C(Nc1ccccc1)C1=C[C@@H](c2ccc3c(c2)OCO3)C[C@@H](OCCCCO)O1
-5,-0.8,5,11,1,3,-10,2,-8,CN(C)/C=N/S(=O)(=O)c1cccn1-c1ncc(C(F)(F)F)cc1Cl
-1,4.7,-1,-1,0,7,3,-3,-2,O=C(NC(=Nc1nc2ccccc2o1)NC(=O)c1ccccc1)c1ccccc1
-21,0.5,-8,10,20,-15,11,8,24*,O=C(Nc1ccc(Cl)c(Cl)c1)Nc1ccon1

# Random excerpt: four records from the list
CHRM5 PAM,CRFR2-BP ag,M4 PAM,M5 antag,CHRM4 agonist,M1 PAM,CHRM4 antagonist,CHRM5 agonist,CHRM1 antagonist,structure
-5,-0.9,6,14,0,6,-9,1,1,N[C@@H](Cc1ccccc1)C(=O)N1CCOCC1
-1,4.7,-1,-1,0,7,3,-3,-2,O=C(NC(=Nc1nc2ccccc2o1)NC(=O)c1ccccc1)c1ccccc1
-9,-1.6,4,4,-1,2,8,-3,-4,Cc1cccc(C)c1OCC(=O)NCc1nnc(SCC(=O)NC2CCCCC2C)n1C (stereo not given)
7,0.0,10,-3,1,5,10,2,-2,O=C(Nc1ccccc1)C1=C[C@@H](c2ccc3c(c2)OCO3)C[C@@H](OCCCCO)O1

# Continued:
CHRM5 PAM,CRFR2-BP ag,M4 PAM,M5 antag,CHRM4 agonist,M1 PAM,CHRM4 antagonist,CHRM5 agonist,CHRM1 antagonist,structure
-25,31,-22,20,14,-7,13,8,13,O=[N+]([O-])c1ccc(O)c(C2=NNC(c3ccccc3F)C2)c1 (stereo not given)
4,0.6,4,-4,1,11,4,0,-6,CCN(CC)S(=O)(=O)c1cc(C(=O)Oc2cccc(-c3cnc4ccccc4n3)c2)ccc1OC
-6,0.8,18,10,2,0,4,-4,10,O=C(CSc1ncnc2scc(-c3ccccc3)c12)Nc1ccc(C(=O)O)cc1
0,2.4,-2,4,2,-2,3,-2,1,COc1ccc(-c2cc3ccc(OCC(C)=O)cc3oc2=O)cc1OC
1,-0.8,3,-3,1,10,-8,-1,-13,CCC(=O)NC(=S)Nc1ccc(NC(=O)c2ccc([N+](=O)[O-])cc2)cc1
0,-1.5,-5,-4,0,-1,3,-1,-3,COc1ccc(-c2nnc(SCc3cccc(C#N)c3)o2)cc1
-3,0.7,4,-2,1,8,3,1,-4,COc1ccc(N(C)C(=O)CCS(=O)(=O)c2cccc3nonc23)cc1
1,-0.9,-11,2,1,5,-6,-13,-1,CN(C)NC1=CC(=[N+]2CCCC2)CC(C)(C)C1
-4,0.5,1,-1,5,-2,0,0,-13,CC1CCN(C(=O)Cn2c(=O)n(CCc3ccccc3)c(=O)c3ccccc32)CC1
0,-1.0,2,-1,0,7,4,-8,-1,CC1CCN(C2CCN(S(=O)(=O)c3ccc(F)cc3)CC2)CC1
-2,-1.8,-3,11,2,0,14,2,2,COc1ccc(CNc2nc(-c3cccnc3)nn2C(C)=O)cc1
1,-0.3,2,-5,2,7,9,0,-4,O=C1CCN(C(=O)Nc2ccccc2Cl)N1
-2,-2.4,-6,6,0,8,-3,3,-7,O=C(COC(=O)c1ncc(Cl)c(Cl)c1Cl)NC(=O)NCc1ccccc1
0,-0.4,4,3,0,9,-1,2,-15,O=C(Nc1cc(Cl)ccc1Cl)c1ccc(-c2ccccc2)cc1
0,0.9,8,-8,0,11,2,1,-17,O=C(NC(=S)Nc1nc2c(s1)CSc1ccccc1-2)c1ccccc1
1,1.1,6,2,3,13,-13,4,1,CC1(C)CC(=O)C2=C(C1)N(c1ccc(F)cc1)C(N)=C(C#N)C2c1cccs1 (stereo not given)
-4,0.3,-3,5,4,-4,-1,2,8,O=C(COc1ccccc1)Nc1ccccc1C(=O)NC1CC1
-2,0.1,-1,3,-1,-3,-1,-1,-6,Cc1cc(C2=CC(=O)C[C@H](c3ccc(F)cc3)C2)ccc1F
0,4.7,5,8,17,5,-11,0,-7,CC(O)CNCCCOc1ccc(Cl)cc1C(C)(C)C (stereo not given)
4,-0.8,6,3,1,14,-20,3,-13,CCN(Cc1ccccc1)C(=O)Cn1cc2c(n1)CCCC2
0,1.7,1,-2,1,-4,5,0,-12,C=CCOc1c(Br)cc(/C=N/NC(=O)Cc2ccc(C(F)(F)F)cc2[N+](=O)[O-])cc1OC
-14,-1.3,-7,13,6,7,-9,-6,-8,Cc1ccc2cccc(OCCCOc3ccccc3F)c2n1
-5,-0.6,3,1,1,2,-5,0,10,O=c1c(/C=N/O)c(Nc2ccccc2)nc2ccccn12
-2,-0.3,-1,2,1,6,-10,-1,-5,O=C(NCC(c1ccco1)N1CCc2ccccc2C1)c1ccccc1Cl (stereo not given)
-12,-1.9,1,0,8,13,-1,0,-19,COc1ccccc1C(=O)NCCn1cc(SCC(=O)NCC2CCCO2)c2ccccc21 (stereo not given)
-5,2.4,11,-2,0,7,-6,-2,-6,Cc1cc(NC(=O)c2cccc(S(=O)(=O)Nc3cccc(C(=O)O)c3)c2)no1
3,-0.9,-5,6,0,8,-3,0,-14,CC(=O)NCC1COc2ccccc2O1 (stereo not given)
2,-2.6,6,-9,1,4,-10,1,-6,O=C(Nc1ccc2nc3n(c(=O)c2c1)CCCC3)c1ccc(Cl)nc1
-7,-0.6,-3,-13,0,5,-6,-3,-10,C/C(=N\Nc1nc2ccccc2s1)c1ccc2c(c1)OCO2
0,0.4,5,9,1,-2,-4,-3,-4,COc1cc(/C=N/n2c(C)n[nH]c2=S)ccc1OCc1ccc(F)cc1
-6,-1.5,2,13,0,5,2,2,-11,c1nc(SSc2ncnc3nc[nH]c23)c2[nH]cnc2n1
-4,-2.1,-8,4,1,11,18,-1,-9,N=c1n(CCN2CCOCC2)c2ccccc2n1CC(=O)c1ccc(Cl)c(Cl)c1
6,-0.5,8,-2,-1,3,-13,-4,-1,COC(=O)c1cc(NS(=O)(=O)c2ccc(N3CCCCC3)c([N+](=O)[O-])c2)cc(C(=O)OC)c1
1,-0.8,-5,-3,3,0,6,9,4,NC(=S)NNc1ccc(Cl)c(Cl)c1
1,-0.5,4,8,-1,4,0,-10,-1,Cc1ccc(C[n+]2ccccc2)cc1
0,-0.5,2,-2,7,-2,0,0,-6,CCC1(C)N=C(c2ccc3c(c2)OCO3)CC(c2ccccc2O)N1 (stereo not given)
2,-2.0,-4,3,1,11,-1,-1,-13,Cc1[nH]ccc(=O)c1OCC(=O)O
4,1.1,5,-1,0,13,3,-1,-15,CSc1cnc2c(=O)[nH]c(=O)n(C)c2n1
-12,0.4,-8,18,0,3,-5,-2,-10,CCn1c(/C=C/c2ccccc2Cl)nc2ccccc2c1=O
-3,0.6,8,8,1,8,-5,1,-12,CNC(=O)Nc1ccc2nc(C)oc2c1
4,4.0,8,-5,1,7,-2,-3,-3,COc1ccccc1-n1c(C)nc2cc(C(=O)NCCN3CCOCC3)ccc21
-2,-3.5,2,3,-1,-2,-9,-7,-4,CC1CCc2sc(C(=O)NNS(=O)(=O)c3ccc(F)c(F)c3F)cc2C1 (stereo not given)
-6,0.1,6,5,2,1,-4,-1,-10,CCN(C(=O)CSc1nnnn1-c1ccccc1)c1c(N)n(Cc2ccccc2)c(=O)[nH]c1=O
-9,-0.5,-7,2,0,-9,-5,0,11,CN(C)/C=N/C(=S)Nc1ccccc1Cl
-7,-1.9,3,11,1,11,5,-4,-5,Cc1ccc2c(C)c(C(=O)NCCN3CCOC3=O)oc2c1C
-2,3.6,-2,1,0,-4,-10,2,13,C/C(=N\O)C(=O)C(CN1CCCCC1)CN1CCCCC1
-6,-0.1,-4,14,7,3,1,-1,-8,Cc1ccccc1CN(C)C(=O)CNC(=O)c1ccc2ccccc2c1
9,0.0,0,-5,2,5,-11,-3,-17,C[C@@H]1CN([C@@H](C)CO)C(=O)CCCn2nncc2CO[C@H]1CN(C)S(=O)(=O)c1ccc(Oc2ccccc2)cc1
4,1.5,-1,-6,3,2,-6,3,1,O=C(NNC(=O)C1CCN(S(=O)(=O)c2c(Cl)cccc2Cl)CC1)c1ccccc1O
-3,-1.6,-4,9,2,5,1,4,-16,Cc1ccc(NC(=O)CSc2nnc([C@H](C)NC(=O)OC(C)(C)C)o2)c(C)c1
2,5.8,21,-6,1,24*,-5,0,-17,Cc1cc(OC(=O)c2c(Cl)cc(Cl)cc2Cl)nc(C)n1
-1,-0.9,0,-3,1,10,4,0,-8,CCOC(=O)c1c[nH]c2c(Cl)c(Cl)ccc2c1=O
-9,-2.4,-8,13,16,-4,-4,4,10,Cc1ccc(C)c(S(=O)(=O)N2CCN(C(=O)CCCc3c[nH]c4ccccc34)CC2)c1
0,1.2,4,1,2,5,-4,0,-6,Cc1cc(S(N)(=O)=O)c(N)c(S(N)(=O)=O)c1
-2,-0.3,3,0,1,3,0,0,-3,CC1=C(C(=O)Nc2cccnc2)C(c2ccncc2)n2nnnc2N1 (stereo not given)
-4,0.5,-1,-5,6,-2,-3,2,3,Cn1c(=O)[nH]c(=O)c2c1nc(Br)n2CC(O)COCc1ccccc1 (stereo not given)

# (listing goes on)
CHRM5 PAM,CRFR2-BP ag,M4 PAM,M5 antag,CHRM4 agonist,M1 PAM,CHRM4 antagonist,CHRM5 agonist,CHRM1 antagonist,structure
3,0.2,3,8,0,10,-5,2,1,CCOC(=O)[C@@H]1[C@H]2COc3cc(OC)ccc3[C@@H]2N2C(=O)N(c3cccc(Cl)c3)C(=O)[C@@]12C
3,x,8,-9,-1,x,-10,0,x,CCCCCCCCN1C(=O)[C@H](CC(=O)NCc2cccc3ccccc23)C[C@@]2(C(=O)OCC)CCCC=C12
0,-0.9,-3,4,6,1,7,4,-17,COc1ccc(C(=S)N2CCOCC2)cc1OC(=O)c1cc([N+](=O)[O-])c(C)c([N+](=O)[O-])c1
-10,0.3,2,2,2,-5,-11,-5,3,CCn1c(=O)cc(OCC(=O)Nc2ccccc2N2CCN(C)CC2)c2ccccc21
-6,-1.7,-2,-4,7,-2,-13,1,1,O=C(COc1ccc(Cl)cc1)NCCS(=O)(=O)N1CCN(c2ccccc2F)CC1
-3,-0.2,4,4,1,12,-1,0,-12,CSc1ccccc1NC(=O)C1CCN(S(C)(=O)=O)CC1
6,-0.1,0,7,1,3,3,-2,4,CN(C)C(=O)CSc1n[nH]c(-c2ccco2)n1
3,0.8,8,1,1,-3,-1,-1,7,C=CCn1c(SCC(=O)c2[nH]c(C)c(C(=O)OC)c2C)nc2scc(-c3ccc(OC)c(OC)c3)c2c1=O
4,5.7,11,6,1,13,8,0,-18,O=C(CSc1nc2ccccc2s1)Nc1ccc(C(=O)O)cc1
-7,-1.3,-7,1,0,0,-17,-8,-13,CCOc1ccccc1N(CC(=O)Nc1ccc(OC)cc1OC)S(=O)(=O)c1ccccc1
